Assay outcomes: PubChem, several laboratories
CHOP inh – inhibitors of CHOP promoter induction, primary screen, cell-based, unfolded protein response, luciferase reporter. CHO-K1 CHOP-promoter luciferase, tunicamycin-induced, 15-18 h. inhibition, % at 10 µM. actives 3.8% (n = 220,000);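 active means compounds that reduced the stress-induced luciferase reporter signal by more than about 70% of percent inhibition, limit read from the data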;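 further: 0% = tunicamycin plus vehicle and 100% = wells without tunicamycin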
14-3-3 Bad inh – inhibitors of 14-3-3 zeta/Bad binding, primary screen, biochemical, TR-FRET, bovine 14-3-3 zeta. AID 781, 2007. inhibition, % at 21.7 µM. 14-3-3 protein zeta/delta (Bos taurus), P63103. actives 0.71% (n = 220,000). TR-FRET 14-3-3zeta/Dy647-pBad peptide displacement, 1 h;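 active means inhibition above about 70%, limit read from the data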;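 further: 0% = full 14-3-3 plus peptide FRET controls and 100% = background without 14-3-3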
Target sequence (P63103 whole entry, looked up): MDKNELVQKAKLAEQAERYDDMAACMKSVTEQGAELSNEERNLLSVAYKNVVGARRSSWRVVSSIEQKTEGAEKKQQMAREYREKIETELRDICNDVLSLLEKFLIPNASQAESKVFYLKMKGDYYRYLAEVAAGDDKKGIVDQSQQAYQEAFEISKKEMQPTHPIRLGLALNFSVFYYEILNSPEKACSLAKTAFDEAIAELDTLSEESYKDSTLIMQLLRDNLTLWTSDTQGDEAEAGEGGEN
PPC-1+TRAIL kill – compounds killing PPC-1 cancer cells with TRAIL present, primary screen, TRAIL potentiator project, ATPLite luminescence, uHTS; actives 0.41% (n = 220,000); PPC-1 cells + TRAIL, ATPLite viability luminescence; cell killing (% activity), % at 4 µM;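 active means cell killing above 50% in the first pass at 4 µM, then a duplicate retest at 5 µM averaging 50% or more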;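 further: plate controls were cells with TRAIL plus DMSO for no effect and medium-only wells lacking cells for full effect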
EP2 mod – EP2 receptor modulators, cAMP readout, primary screen, cell-based, HTRF cAMP, PGE2 stimulation | Prostaglandin E2 receptor EP2 subtype (Homo sapiens), P43116 | EP2-expressing cells, cAMP HTRF FRET, PGE2 co-stimulation | induction, % at 25 µM | actives 0.83% (n = 260,000) | AID 940, 2007;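 active means compounds whose cAMP rise, as percent of the full-agonist control response, exceeds 60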;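 further: rat C6 glioma line stably carrying human EP2 under a CMV promoter; the protocol text gives 20 µM as final concentration; 100% = response of wells given 1 µM PGE2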
Target sequence (P43116 whole entry, looked up): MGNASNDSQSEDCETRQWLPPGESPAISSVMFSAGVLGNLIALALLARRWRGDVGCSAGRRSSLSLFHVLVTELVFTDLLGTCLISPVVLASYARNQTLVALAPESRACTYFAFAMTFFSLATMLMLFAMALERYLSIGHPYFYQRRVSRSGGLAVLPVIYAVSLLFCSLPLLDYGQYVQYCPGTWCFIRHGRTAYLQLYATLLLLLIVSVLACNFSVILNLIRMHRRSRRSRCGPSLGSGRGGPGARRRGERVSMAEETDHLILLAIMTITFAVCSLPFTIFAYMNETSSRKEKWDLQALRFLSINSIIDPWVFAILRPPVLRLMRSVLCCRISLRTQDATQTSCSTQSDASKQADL
PGE2 EP2 inh – human EP2 receptor antagonists, primary screen, TR-FRET cAMP, C6 glioma cells; Prostaglandin E2 receptor EP2 subtype (Homo sapiens), P43116; C6 glioma cells expressing human EP2; cells stimulated with saturating PGE2; inhibition, % at 25 µM; actives 0.52% (n = 260,000);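 active means percent inhibition above 40 after rounding to a whole number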;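 further: rat C6 glioma host cells with rolipram phosphodiesterase inhibitor present; the protocol text gives 20 µM as final concentration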
NPY1 pot ag – NPY-Y1 receptor potentiators or agonists, primary screen, cell-based | Neuropeptide Y receptor type 1 (Homo sapiens), P25929 | NPY-Y1 expressing cells, potentiator/agonist activation | activation, % at 3.6 µM | actives 0.37% (n = 220,000) | AID 1304, 2008; in the data active means activation above about 33%, passing the limit was not always enough;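 further: cells stimulated with NPY at EC10 then isoproterenol at EC100; 0% = low agonist plus stimulus and 100% = saturating agonist plus stimulus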
NPY-Y1 antag – NPY-Y1 receptor antagonists, primary screen, cell-based; HEK293-CNG Y1 cells, membrane potential fluorescence; NPY at EC95, then isoproterenol; inhibition, % at 3.6 µM; Neuropeptide Y receptor type 1 (Homo sapiens), P25929; actives 1% (n = 200,000);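 active means inhibition above the campaign mean inhibition of all tested compounds plus 3 SD, cut at about 20% in these data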;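 further: 0% = DMSO wells given NPY plus isoproterenol and 100% = isoproterenol alone without NPY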
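Assay system: HEK293 cells with Y1 receptor plus CNG channel | Probe or stimulus: NPY (25 nM), isoproterenol (1 µM), Ro 20-1724 (25 µM) | Timing: Compound incubation 1 h at room temperature, readout 45 min post-stimulation | Measured by: Membrane-potential fluorescent dye readout | Benchmarks: High control isoproterenol alone, low control NPY with isoproterenol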
TRPN1 ag – zebrafish TRPN1 channel agonists, primary screen, cell-based, HEK293, calcium fluorescence. AID 1424, 2008. HEK293 zebrafish TRPN1-YFP, Fluo-8 calcium fluorescence; 100% = response to 87 µM carbachol. transient receptor potential cation channel N1 (TRPN1/NompC), Danio rerio. actives 0.18% (n = 220,000). activation, % at 3 µM;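 active means activation above its plate's cutoff, the mean activation of test wells on that plate plus 3 SD, cut at about 19% in these data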;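 further: 0% = DMSO alone and 100% = 87 µM carbachol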
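Assay system: Zebrafish TRPN1-YFP in HEK293 cells | Incubation: Dye loading 1 h at 37 °C, then 30 min room temperature | Measured by: Kinetic Fluo-8 fluorescence, ex 470-495, em 515-575 nm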
TRPML3 agonist – human TRPML3 channel agonists, primary screen, cell-based, HEK293 TRPML3-YFP, Fluo-8 calcium fluorescence, 3 µM. AID 1448, 2008. Mucolipin-3 (Homo sapiens), Q8TDD5. activation, % at 3 µM. actives 0.29% (n = 220,000). 100% = the carbachol control signal;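 active means activation above its plate's cutoff, the mean activation of the plate's test wells plus 3 SD, cut at about 12% in these data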;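 further: 0% = DMSO only wells and 100% = carbachol wells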
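Test system: HEK293 cells stably carrying human TRPML3-YFP; Doses: single dose, 3 µM final nominal compound, 0.3% DMSO final; Schedule: dye loading 1 h 37 °C then 30 min ambient, 125 s read; Technique: Fluo-8 calcium fluorescence; Benchmarks: high control carbachol 87 µM, low control DMSO.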
Active calls of the source: *; nt = no result given; [ ] = another dose, or the depositor's remark. Some of the compounds tested; the hit share may differ from the screen's.

SMILES	CHOP inh	14-3-3 Bad inh	PPC-1+TRAIL kill	EP2 mod	PGE2 EP2 inh	NPY1 pot ag	NPY-Y1 antag	TRPN1 ag	TRPML3 agonist
O=C(c1ccc(Cl)cc1[N+](=O)[O-])N(Cc1ccccc1)Cc1ccccc1	73*	-12[fluorescence artefact?]	0	42	8	11	-1	-2.8	-0.4
CC(C)Cn1c(-c2csc3ccccc23)n[nH]c1=S	31	-7[fluorescence artefact?]	13	13	nt	16	-1	-1.3	-1.2
CC(Sc1ccccc1)C(=O)N/N=C/c1cccnc1 (centres undefined)	2	0	6	-15	3	-7	1	1.5	1.6
O=C1OCCN1C(=O)[C@H]1[C@H](c2ccc(F)cc2)C(c2ccc(F)cc2)=NN1c1ccc(Br)cc1	7	2[fluorescence artefact?]	13	-3	12	6	-10	0.1	0.3
Nc1nnc(SCC(=O)OCC(=O)Nc2ccc(Br)cc2F)s1	1	-6	-22	2	5	-3	5	0.0	0.6
CCN1C(=O)CC(C(=O)Nc2ccc(F)cc2)SC1=Nc1ccc2c(c1)OCO2 (centres undefined)	21	2	-14	-37	15	6	-3	1.9	0.0
CCOC(=O)C(C(=O)OCC)C(C)C#CCN1CCCCC1 (centres undefined)	16	14[fluorescence artefact?]	22	7	11	2	-5	0.3	0.7
CCOC(=O)/C(=C\C=C1/Sc2cc(OCC)c(OCC)cc2N1CC)C(C)=O	36	-26[fluorescence artefact?]	31	20	10	4	-2	74*	46*
CN(C)/C=C1/C=C(c2ccccc2)OC1=O	31	4[fluorescence artefact?]	10	-26	8	3	6	0.5	0.5
O=C(CCCSc1nnc(Nc2ccccc2F)s1)N1CCOCC1	-19	-1	8	-17	4	10	9	1.4	-1.2
CC(C)NC(=O)NC(=O)CSc1nncn1C	-7	-4	4	13	5	-10	3	-1.1	0.4
CCOc1cc(/C=N/NC(=O)C(C)Sc2ccccn2)ccc1O (centres undefined)	17	-10	17	14	13	-15	-3	-1.8	-0.2
O=C(COC(=O)/C=C/c1ccc(S(=O)(=O)N2CCOCC2)cc1)NCc1ccccc1	-12	-1	26	-29	3	2	3	-0.1	0.4
Cc1nn(C)c(Oc2ccc(Cl)cc2)c1C(=O)O	30	nt	18	8	10	2	0	1.8	-0.6
COc1ccc(NC(=O)CSc2ccc(F)cc2)cc1S(=O)(=O)N1CCCCC1	20	3	14	-46	11	-12	1	3.1	0.5

4 records picked at random from the list so far, as already listed:
SMILES	CHOP inh	14-3-3 Bad inh	PPC-1+TRAIL kill	EP2 mod	PGE2 EP2 inh	NPY1 pot ag	NPY-Y1 antag	TRPN1 ag	TRPML3 agonist
CN(C)/C=C1/C=C(c2ccccc2)OC1=O	31	4[fluorescence artefact?]	10	-26	8	3	6	0.5	0.5
O=C(CCCSc1nnc(Nc2ccccc2F)s1)N1CCOCC1	-19	-1	8	-17	4	10	9	1.4	-1.2
CCOC(=O)C(C(=O)OCC)C(C)C#CCN1CCCCC1 (centres undefined)	16	14[fluorescence artefact?]	22	7	11	2	-5	0.3	0.7
CCOc1cc(/C=N/NC(=O)C(C)Sc2ccccn2)ccc1O (centres undefined)	17	-10	17	14	13	-15	-3	-1.8	-0.2

Following part
SMILES	CHOP inh	14-3-3 Bad inh	PPC-1+TRAIL kill	EP2 mod	PGE2 EP2 inh	NPY1 pot ag	NPY-Y1 antag	TRPN1 ag	TRPML3 agonist
O=C(CSc1nnnn1Cc1ccccc1)c1ccccc1	12	2	-5	2	9	-10	4	-1.9	-1.1
CC(C)(C)c1ccc(OCC(=O)N/N=C/c2cc(Br)ccc2OC(=O)c2ccco2)cc1	36	2	19	-1	nt	-6	3	0.2	0.3
CCOC(=O)Cc1ncccc1C(=O)Nc1ccc(Oc2ccccc2)cc1	14	-10	8	-20	6	7	4	-0.3	-1.8
CC1(C)OC(C)(C)/C(=C/Nc2ccc(O)cc2)C1=O	20	10	14	-36	1	-16	0	-0.3	-0.1
CCCn1c(SCC(=O)NC2CCCCC2)nnc1-c1ccncc1	9	-7	9	8	7	-12	3	0.6	0.2
C/C(N)=C(/C#N)C(=O)COC(=O)CNS(=O)(=O)c1ccc(F)c(F)c1F	11	2	16	3	11	-11	-4	-0.2	1.2
COC(=O)c1ccc(C2C3=C(Nc4nnnn42)c2ccccc2OC3)cc1 (centres undefined)	42	62	8	-16	nt	-9	16	0.9	2.7
Cc1ccc(C(=O)Nc2c(-c3cccs3)c(=O)c3ccccc3n2C)cc1	6	19[fluorescence artefact?]	8	27	12	-25	6	0.4	0.4
O=C(CSc1nnc2ccccn12)NCCc1ccc(Cl)cc1	9	-8	22	4	7	9	0	-1.6	0.0
COc1ccc(C(NC(=O)c2ccco2)c2ccc(OC)c(OC)c2)cc1OC	13	2[fluorescence artefact?]	-8	4	7	-24	11	0.5	0.4
COc1ccc(-c2csc(NC(=O)C3CC(=O)N(Cc4ccco4)C3)n2)cc1 (centres undefined)	16	-6	14	-31	7	10	2	3.8	0.5
CC(NS(=O)(=O)c1ccccc1)C1COc2ccccc2O1 (centres undefined)	27	7	12	-17	19	6	-3	-0.9	0.0

3 structures already listed, arranged by number of heavy atoms, rising.
SMILES	CHOP inh	14-3-3 Bad inh	PPC-1+TRAIL kill	EP2 mod	PGE2 EP2 inh	NPY1 pot ag	NPY-Y1 antag	TRPN1 ag	TRPML3 agonist
C/C(N)=C(/C#N)C(=O)COC(=O)CNS(=O)(=O)c1ccc(F)c(F)c1F	11	2	16	3	11	-11	-4	-0.2	1.2
O=C(c1ccc(Cl)cc1[N+](=O)[O-])N(Cc1ccccc1)Cc1ccccc1	73*	-12[fluorescence artefact?]	0	42	8	11	-1	-2.8	-0.4
CCOC(=O)Cc1ncccc1C(=O)Nc1ccc(Oc2ccccc2)cc1	14	-10	8	-20	6	7	4	-0.3	-1.8
